High-throughput results from PubChem BioAssay.
KB-3-1 tox = kills parental KB-3-1 adenocarcinoma cells. KB-3-1 viability, CellTiter-Glo ATP luminescence, 72 h. Potency, µM (titrated, usually from 46.1 µM), for inactives: top-dose activity change, negative = cytotoxic, most hits filed as cytotoxic. 400,000 tested, 1.4% active; note: % is set by controls: 0 for no effect and ±100 for the full control effect; nearly all actives have a fitted effect of over 60% in size
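Parental KB-3-1 viability, qHTS format: 72 h compound exposure, 37 °C; CellTiter-Glo; media-only wells and DMSO plates as controls; concentration-effect fits on corrected data.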
HT1080 IDH1KD tx = kills HT-1080 cells with IDH1 knockdown. Potency, µM (titrated, usually from 46.1 µM), without a hit: at the highest dose activity, negative = toxicity, most hits filed as cytotoxic. HT-1080 IDH1 knockdown viability, ATP luminescence, 48 h. 360,000 tested, 2% active;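 note: 0% = DMSO wells and -100% = cell-free medium wells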
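After a 2 h attachment period, IDH1KD HT-1080 cells took pin-transferred compound for 48 h at 37 °C; ATP-based luminescence after 10 min room-temperature reagent incubation reported viability.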
HEK293 tox = cytotoxic in the GLP-1 receptor inverse agonist counter-screen. HEK293 cAMP-luciferase reporter cells, luminescence, 24 h. AID 624418. 410,000 tested, 0.13% active. Potency, µM (titrated, usually from 38.3 µM), for inactives: at the highest dose activity change, negative = inhibition, most hits filed as inhibitors;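 note: loss of luciferase light is scored as toxicity; % is set by controls: 0 for no effect and ±100 for the full control effect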
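MLSMR compounds, 24 hr on cells at 37 deg C/5% CO2; luminescence after luciferase reagent (12 min RT). Inhibition counted as the undesired cytotoxic outcome.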
SW480 rerep = induces DNA re-replication in SW480 colon adenocarcinoma cells. Potency, µM (top dose mostly 46.1 µM), for inactives: at the highest dose re-replication activation, actives largely listed as activators. 340,000 tested, 1.8% active. SW480 DNA re-replication, Hoechst DNA content imaging, 48 h. AID 624297; note: % of control where 0% means no effect; nearly all actives have a fitted effect of over 55% in size
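Image-based DNA-content assay: after two days of treatment, nuclei were labelled with the DNA dye Hoechst and imaged, and hits were compounds raising the count of nuclei showing high fluorescence intensity.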
TDP43 rescue = TDP-43 toxicity inhibition in yeast; 410,000 tested, 1.8% active; TDP-43 expressing yeast growth rescue, BacTiter-Glo, 24 h; Potency, µM (top dose mostly 46.1 µM), for inactives: at the highest dose growth rescue (activation), actives largely listed as activators; AID 652104; note: % of control where 0% means no effect; nearly all actives have a fitted effect of over 50% in size
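Readout is BacTiter-Glo luminescence of cell growth, so inhibitors register as activators. TDP-43-expressing yeast at OD600=0.02 in galactose medium, after raffinose pregrowth to mid-log, were incubated with compound for 24 hr at 30 deg C.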
KB-V1 MDR tox = kills drug-selected multidrug resistant KB-V1 cells; 400,000 tested, 3.4% active; KB-V1 MDR cells viability, CellTiter-Glo, 72 h; Potency, µM (doses to about 46.1 µM), without a hit: top-dose activity change, negative = cytotoxicity, actives largely listed as cytotoxic; note: % is set by controls: 0 for no effect and ±100 for the full control effect; nearly all actives have a fitted effect of over 60% in size
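Following 72 h at 37 degrees C with compound, KB-V1 cell viability was read by CellTiter-Glo luminescence, medium being phenol-red-free DMEM plus 10% FBS; concentration-response parameters came from normalized, curve-fitted qHTS data.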
GLP1R ag = activates the human GLP-1 receptor; P43220; HEK293 GLP-1R CRE-luciferase, luminescence, 4-6 h; cells express a hypersensitive GLP-1R form; Potency, µM (doses to about 45.6 µM), for inactives: top-dose activation, hits mostly activators; 380,000 tested, 0.007% active; AID 624172; note: % of control where 0% means no effect
Target sequence (P43220 whole entry, looked up): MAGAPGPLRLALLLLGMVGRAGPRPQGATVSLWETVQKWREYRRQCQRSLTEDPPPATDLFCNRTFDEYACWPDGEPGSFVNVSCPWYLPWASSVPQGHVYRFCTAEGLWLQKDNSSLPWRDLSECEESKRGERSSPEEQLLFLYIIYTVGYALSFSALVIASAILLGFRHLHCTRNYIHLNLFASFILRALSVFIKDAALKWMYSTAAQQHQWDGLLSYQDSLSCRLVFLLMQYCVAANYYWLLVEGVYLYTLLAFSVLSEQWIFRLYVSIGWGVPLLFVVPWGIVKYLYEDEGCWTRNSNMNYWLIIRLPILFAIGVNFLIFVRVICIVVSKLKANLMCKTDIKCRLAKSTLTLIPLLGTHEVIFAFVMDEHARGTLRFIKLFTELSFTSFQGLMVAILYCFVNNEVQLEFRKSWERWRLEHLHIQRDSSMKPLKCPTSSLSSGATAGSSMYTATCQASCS
HT1080NT lethal = kills 2HG-producing HT-1080-NT fibrosarcoma cells; Potency, µM (titrated, usually from 46.1 µM), inactives show at the top dose activity, negative = less viability, usual class: cytotoxic; 360,000 tested, 1.6% active; HT-1080-NT fibrosarcoma viability, CellTiter-Glo ATP luminescence, 48 h;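 note: NT is the 2HG producing partner of a matched IDH1 knockdown line; 0% = DMSO-treated cells and -100% = media-only wells without cells; nearly all actives have a fitted effect of over 55% in size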
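Viability by CellTiter-Glo luminescence after 48 h compound exposure at 37C of HT-1080-NT cells (750/well, RPMI, 5% FBS). % activity scaled between DMSO wells and medium-only wells, then curve-fitted and categorized by curve class.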
GLP1R inv ag = acts as inverse agonist at human GLP-1 receptor | P43220 | HEK293 GLP-1R CRE-luciferase, luminescence, 24 h; GLP-1R form is constitutively active | Potency, µM (series often up to 38.3 µM), inactives show at the highest dose activity change, negative = inhibition, most hits filed as inhibitors | 410,000 tested, 1.6% active | AID 624417; note: % is set by controls: 0 for no effect and ±100 for the full control effect; nearly all actives have a fitted effect of over 55% in size
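Constitutively active GLP-1R drives a cAMP-responsive luciferase in stably transfected HEK293 cells; test compounds are added after overnight (12 h) attachment and left 24 hr, and signal loss in luminescence marks inhibition.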
* hit, by the source's call; u = inconclusive; x = no result given; [ ] = dose if it differs, or a comment. Calls come from the whole dose curve; as a rule, active = well fitted curve in the direction sought with a large enough effect; inconclusive = small, poorly fitted or top-dose-only effect, or another doubt; inactive = no such curve, though single readings can be large; an effect the other way counts as inactive or inconclusive. Potency is the fitted concentration of half-maximal effect.

| Structure | KB-3-1 tox | HEK293 tox | GLP1R inv ag | HT1080NT lethal | TDP43 rescue | GLP1R ag | HT1080 IDH1KD tx | KB-V1 MDR tox | SW480 rerep |
| --- | --- | --- | --- | --- | --- | --- | --- | --- | --- |
| O=C(c1ccc(-n2cncn2)c([N+](=O)[O-])c1)N1CCN(S(=O)(=O)c2ccccc2F)CC1 | 14% | 18% | 0% | -3% | 14% | -10% | -13% | -18% | -4% |
| COc1ccc(-c2cnn3c4c(c(C)nc23)CCN4C2CCCC2)cc1OC | 1% | -20% | 14% | -1% | -6% | 8% | -8% | -2% | 3% |
| COc1ccc(C(=O)OCC(=O)Nc2ccc3[nH]c(=O)[nH]c3c2)cc1 | 6% | 3% | 9% | 4% | -7% | -1% | 6% | u | -2% |
| S=c1[nH]nc(-c2ccc(Cl)cc2Cl)n1-c1ccc(Cl)cc1 | -4% | -15% | 10% | 0% | 5% | -2% | -4% | u | 1% |
| CC(=O)c1ccccc1NC(=O)COC(=O)CN1C(=O)C2CCCCC2C1=O (stereo not drawn) | 5% | 4% | 10% | 6% | 3% | 15% | 0% | 18% | 2% |
| C#CCOc1ccc(/C=C2/C(=O)ON=C2C)cc1OCC | -2% | 1% | 5% | -11% | 28% | 1% | -10% | 14% | u |
| COc1ccc(CNC(=O)c2cc(Nc3ccc(OC)cc3OC)nc3ccccc23)cc1 | -1% | -6% | u | x | 0% | x | x | 9% | x |
| COc1c(C)cc(C(O)c2ncc(-c3cccc(F)c3)[nH]2)cc1C (stereo not drawn) | 0% | -7% | 4% | 1% | 19% | -7% | -12% | -13% | x |
| CC(=O)Nc1ccc(S(=O)(=O)N2CCN(C(=O)c3ncoc3-c3ccccc3C)CC2)cc1 | -22% | 15% | 4% | -2% | 6% | 2% | -5% | -9% | 0% |
| Cc1ccccc1NC(=S)NC(C)C(c1ccccc1)N1CCN(C)CC1 (stereo not drawn) | 3% | -1%[7.66 µM] | -9%[7.66 µM] | -4% | -20% | -4% | 4% | -22% | -5% |
| Cc1ccc(Cc2nc3ccccc3nc2SCC(=O)N2CCCCC2C)cc1 (stereo not drawn) | u | -7% | 10µM* | x | 35µM* | -5% | x | -24% | x |
| CCN(CC)C(=O)c1ccccc1NS(=O)(=O)c1cccs1 | 6% | 9% | 19% | 15% | 23% | 2% | 11% | 4% | -1% |
| Cc1c(C(=O)N2CCCCC2CCN2CCCC2=O)oc2c(F)cccc12 (stereo not drawn) | x | -6% | 9% | -3% | -14% | 6% | -3% | x | 25% |
| O=C(CC[C@H]1O[C@@H](n2cnc3c(NC(=O)c4ccccc4)ncnc32)[C@H](O)[C@@H]1O)NCC1CCCCC1 | 0% | -5% | 5% | 18% | u | 2% | 22% | 15% | x |
| Oc1ccc(C(=S)N2CCCCC2)cc1 | -2% | -2% | 6% | 15% | -5% | 3% | 21% | 1% | 1% |
| CCOc1ccc(-c2nc(CSCC(=O)N3CCN(c4ccc(F)cc4)CC3)c(C)o2)cc1 | -35% | -9% | 12% | x | -15% | x | x | -9% | x |
| CC1CN(Cc2ccccc2)c2nc3c(c(=O)n(C)c(=O)n3C)n2C1 (stereo not drawn) | 1% | -15% | 0% | 19% | -7% | 11% | 14% | u | -6% |
| CCOC(=O)c1ccc(N2C(=O)CC(N3CCN(Cc4ccccc4)CC3)C2=O)cc1 (stereo not drawn) | 5% | 14% | 4% | -1% | -2% | 1% | -2% | 15% | -11% |
| Cc1ccc(C)c(OCC(=O)NCCN(C)C)c1 | -1% | -9% | u | 15% | 4% | -16% | 17% | 12% | 0% |
| CC1=C(C(=O)N2CCOCC2)CC(CC(=O)NC(c2ccccc2)c2ccccc2)C(=O)N1CCCN1CCCC1=O (stereo not drawn) | 5% | -7% | 3% | -5% | 7% | -7% | -2% | 6% | x |
| CCc1ccc(CN(C)C(=O)CCc2nnc(Cc3cccc(C)c3)o2)nc1 | 5% | -24% | u | -19% | -9%[0.397 µM] | 0% | -5% | 0% | 1% |
| CSCCC(NC(=O)c1ccccc1)C(=O)OCC(=O)Nc1ccc(C)c(Cl)c1 (stereo not drawn) | 0% | -10% | 6% | 9% | u | 1% | 4% | 12% | 12% |
| N#CC1=C(SCC(=O)Nc2ccc(C(=O)O)cc2)NC(=O)CC1c1ccco1 (stereo not drawn) | 22% | 10% | 16% | 0% | 6% | -6% | 9% | 3% | 3% |
| Cc1ccsc1C(=O)OCC(=O)NCCc1ccccc1 | 19% | 2% | 1% | 11% | 0% | 14% | 14% | 0% | 2% |
| CCCCN(C)C(=O)c1cccc(OC2CCN(CC(C)(C)C)CC2)c1 | 0% | -12% | -6% | 2% | 17% | 7% | 3% | 1% | 0% |

Remaining list, next part
| Structure | KB-3-1 tox | HEK293 tox | GLP1R inv ag | HT1080NT lethal | TDP43 rescue | GLP1R ag | HT1080 IDH1KD tx | KB-V1 MDR tox | SW480 rerep |
| --- | --- | --- | --- | --- | --- | --- | --- | --- | --- |
| Cc1nn2c(=O)cc(COC(=O)c3ccc(NC(=O)C(C)(C)C)cc3)nc2s1 | u | 8% | -2% | 1% | -14% | -6% | -6% | -5% | u |
| Cc1cc(C)n(-c2c(F)c(F)c(CO)c(F)c2F)n1 | 3% | 12% | 1% | 5% | -13% | 1% | 8% | -2% | -16% |
| CCc1ccc(N2CC(C(=O)Nc3cccc(S(=O)(=O)N4CCCC4)c3)CC2=O)cc1 (stereo not drawn) | -6% | 15% | u | -10% | -8% | 1% | -15% | 8% | -3% |
| Cc1ccc(CNC(=S)Nc2ccc(C)c([N+](=O)[O-])c2)cc1 | 7% | 1% | -18% | 6% | 17% | 5% | 1% | u | -3% |
| O=C(c1ccc(Cl)cc1[N+](=O)[O-])N1CCN(c2ccccn2)CC1 | -14% | 1% | 9% | 5% | -2% | -7% | 2% | -15% | -4% |
| COc1ccc(C(=O)C(OC(=O)c2ccccc2)c2ccccc2)cc1 (stereo not drawn) | -26% | -16% | u | 8% | 15% | 3% | 4% | 13µM* | 9% |
| Cc1ccc(C)c(NC(=O)CSc2nnc(CNC(=O)c3ccco3)o2)c1 | 7% | 8% | -2% | 26% | 2% | -2% | 0% | u | -12% |
| CC(C)NC(=O)C1(C)CCCCN1Cc1cccc(C(F)(F)F)c1 (stereo not drawn) | -9% | 3% | 2% | 17% | -10% | -4% | 14% | -14% | x |
| C=CCSc1nnc(NC(=O)C2CC(=O)N(c3ccc4c(c3)OCCO4)C2)s1 (stereo not drawn) | 0% | 11% | -17% | -1% | 12% | 5% | 2% | -1% | -3% |
| N#Cc1ccc(/C=N/NC(=O)CCc2ccc(S(=O)(=O)N3CCOCC3)cc2)cc1 | -3% | 20% | 21% | -2% | 2% | 0% | -2% | u | 7% |
| COc1ccc2[nH]c(C(=O)O)c(NS(=O)(=O)c3ccc(Cl)s3)c2c1 | -1% | -15% | 0% | -8% | -2% | -1% | -10% | u | -6% |

Filtered by structure: the compounds so far containing a cyano group.
| Structure | KB-3-1 tox | HEK293 tox | GLP1R inv ag | HT1080NT lethal | TDP43 rescue | GLP1R ag | HT1080 IDH1KD tx | KB-V1 MDR tox | SW480 rerep |
| --- | --- | --- | --- | --- | --- | --- | --- | --- | --- |
| N#CC1=C(SCC(=O)Nc2ccc(C(=O)O)cc2)NC(=O)CC1c1ccco1 (stereo not drawn) | 22% | 10% | 16% | 0% | 6% | -6% | 9% | 3% | 3% |
| N#Cc1ccc(/C=N/NC(=O)CCc2ccc(S(=O)(=O)N3CCOCC3)cc2)cc1 | -3% | 20% | 21% | -2% | 2% | 0% | -2% | u | 7% |

Ordered by value in GLP1R inv ag (falling): four from the list above
mol | GLP1R inv ag | GLP1R ag | SW480 rerep
O=C(c1ccc(Cl)cc1[N+](=O)[O-])N1CCN(c2ccccn2)CC1 | 9% | -7% | -4%
Cc1cc(C)n(-c2c(F)c(F)c(CO)c(F)c2F)n1 | 1% | 1% | -16%
Cc1nn2c(=O)cc(COC(=O)c3ccc(NC(=O)C(C)(C)C)cc3)nc2s1 | -2% | -6% | u
C=CCSc1nnc(NC(=O)C2CC(=O)N(c3ccc4c(c3)OCCO4)C2)s1 (stereo not drawn) | -17% | 5% | -3%
